GalR3 antag = human GalR3 antagonism | 360,000 tested, 0.44% active | HEK293 GalR3-CNG cAMP membrane potential fluorescence; galR3 body fused to GalR1 C-terminus | O60755 | inhibition, % at 3 µM;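 active = inhibition above the screen-wide average plus 3 SD, cut at about 13% in these data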;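 also: forskolin and galanin both at EC90 stimulate the cells; cAMP rise reported by CNG channel membrane potential dye signal; 0% = forskolin plus galanin with DMSO and 100% = forskolin alone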
Target sequence (O60755 1-299 limits assumed): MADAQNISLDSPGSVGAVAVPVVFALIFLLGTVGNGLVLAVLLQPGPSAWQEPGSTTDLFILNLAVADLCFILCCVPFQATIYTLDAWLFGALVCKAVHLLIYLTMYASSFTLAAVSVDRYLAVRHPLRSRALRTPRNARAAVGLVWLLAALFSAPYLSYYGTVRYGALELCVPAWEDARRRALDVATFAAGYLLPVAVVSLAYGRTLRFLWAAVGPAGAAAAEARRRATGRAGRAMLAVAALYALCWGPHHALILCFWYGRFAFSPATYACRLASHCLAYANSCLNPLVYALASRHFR
Numbers without * were called inactive. Only part of the results is shown; rates above refer to the full screens.

SMILES	GalR3 antag
Cc1cn([C@H]2C[C@H](O)[C@@H](CCC(=O)NCCc3ccc4ccccc4c3)O2)c(=O)[nH]c1=O	-6
C(=C\c1ccccc1)/CN1CCN(C(c2ccnc3ccccc23)c2nnnn2C2CCCCC2)CC1 (centres undefined)	-4
CCC(=O)Nc1ccc2c(c1)OC[C@@H](C)N(Cc1cccc(F)c1)C[C@@H](C)[C@@H](OC)CN(C)C2=O	-8
COC(=O)[C@@]1(Sc2ccc(C)cc2)CC(=O)N[C@@H]1c1ccc(Br)cc1	-1
COC(=O)[C@@]1(Cc2ccc(F)cc2)[C@H]2c3cc(C(=O)N(C)C)n(CCO)c3C[C@H]2CN1C(=O)c1ccccc1	-7
CCCNC(=O)C1(C)CCCN(C(=O)C2(c3ccc(Cl)cc3)CCCC2)C1 (centres undefined)	-8
Cc1cnc(C)c(Nc2nc(C(N)Cc3ccccc3)cs2)n1 (centres undefined)	-7
FC(F)(F)c1ccc(-c2cccc3c2C2CC3CCN2Cc2ccc3c(c2)OCO3)cc1 (centres undefined)	-7
CCCc1c(-c2cccc(Cl)c2)ncn1CCc1ccccc1OC	-9
COc1ccc(NC(=O)c2cc(C3CCCCN3S(=O)(=O)Cc3ccccc3)on2)c(C)c1 (centres undefined)	-3
CCOc1ccc(Cl)cc1-c1cc(C(=O)NC(C)C)[nH]n1	-8
C=CCN1C(=O)[C@]2(OCCC=C[C@H]2C)c2cc(OC)ccc21	-3
CC1(C(=O)NS(=O)(=O)c2ccccc2Cl)CCN1C(=O)c1cccc2ccccc12 (centres undefined)	-1
CC(C)C[C@H]1CNC(=O)C(=O)N1C[C@H]1CCCN1C[C@H](Cc1ccc(O)cc1)N1C[C@H](CC(C)C)N(CC2CCCCCC2)C(=O)C1=O	-4
Cc1noc(C)c1-c1ccc(C(=O)NCc2cccc(Cl)c2)c2occc12	-4
CCCCCNC(=O)C(c1cccc2ccccc12)n1c(=O)c(-c2ccccc2)nc2ccccc21 (centres undefined)	0
O=C(/C=C/[C@H]1O[C@@H](n2cnc3c(NC(=O)c4ccccc4)ncnc32)[C@H](O)[C@@H]1O)NCC1CCCCC1	-4
Cc1cc(F)ccc1C(O)c1ncc(-c2cccc3ccccc23)[nH]1 (centres undefined)	-4
Cn1cnc(CCNC(=O)C[C@H]2CC[C@@H]3[C@H](COC[C@H](O)CN3C(=O)C3CCCC3)O2)c1	-5
COC(=O)C1=C(C)N(Cc2ccccc2C(F)(F)F)C(=NCc2cc(OC)c(OC)c(OC)c2)NC1c1cccc(F)c1 (centres undefined)	-6
Cc1cc(C)cc(Cn2cc(CN3CC(N(C)C)CS3(=O)=O)nn2)c1 (centres undefined)	-7
CC1=C(C(=O)N(C(C)C)C(C)C)CC(CC(=O)NCC2CCCCC2)C(=O)N1Cc1ccc(C(C)(C)C)cc1 (centres undefined)	-8
O=C(NCc1cccc(C(F)(F)F)c1)c1c[nH]c(=O)s1	2
Cc1c(C(=O)NCc2ccc(Cl)c(Cl)c2)sc(=O)n1Cc1ccccc1F	0
OC(c1ccccc1)(c1nc(/C=C/c2ccccc2)cs1)C(F)(F)F (centres undefined)	-4
OCc1ccccc1-c1nc(NCc2ccccc2)nc2ccsc12	1
CCCCC1O[C@@H](C)[C@@H]2CN3CCc4c([nH]c5ccccc45)[C@@H]3C[C@@H]2N1C (some centres undefined)	-8
CCc1ccc(C(O)c2ncc(-c3cccc4ccccc34)[nH]2)cc1 (centres undefined)	0
CC(=O)Nc1cc(-c2ccncc2)cn2c(-c3ccccc3)cnc12	-6
COC(=O)c1ccc2nc(-c3ccc(F)cc3)c(Cc3ccccc3OC)n2c1	-4
Fc1cccc(Cc2c(-c3ccccc3)nc3ccc(Br)cn23)c1	-10
COc1ccc(Cl)cc1Cn1c(C)c(C(=O)N(C)Cc2ccc(F)cc2)sc1=O	-1
O=C(Nc1ccccc1)c1cc(C2CCCCN2C(=O)OCCF)on1 (centres undefined)	-6
COC(=O)c1ccc2nc(C3CCCCC3)c(Cc3ccc(OC)cc3C)n2c1	-8
CCOC(=O)c1ccc(Nc2ccc(C(C)=O)cc2)cc1	-6
CCOC(=O)[C@]12CCCC=C1N(Cc1ccccc1)C(=O)[C@H](CC(=O)NCCCOC)C2	0
CCOC(=O)N[C@H](C(=O)N1CCC[C@H]1C(=O)NC1CCCC1)c1ccccc1	-8
COC(=O)[C@]12CCCCC=C1N(CCc1ccc(OC)c(OC)c1)C(=O)[C@H](CC(=O)NCCc1ccccc1OC)C2	-7
Cc1ccsc1C(=O)N1CCC1(C)C(=O)NS(=O)(=O)c1cccc(F)c1 (centres undefined)	-4
CC1(C(=O)NCc2cccc3ccccc23)CCN1C(=O)Cc1ccc(-c2ccccc2)cc1 (centres undefined)	-2
CCOC(=O)[C@]12CCCC=C1N(Cc1ccccc1)C(=O)[C@H](CC(=O)NCC13CC4CC(CC(C4)C1)C3)C2	-8
CC1(C(=O)NS(=O)(=O)c2ccc(F)cc2F)CCN1C(=O)c1cccc(F)c1 (centres undefined)	2
CN(C)CCN1CCN(C2CN(Cc3cn(Cc4cccc(C(F)(F)F)c4)nn3)S(=O)(=O)C2)CC1 (centres undefined)	-5
CCc1nc2ccc(C(=O)Nc3cccc(OCC(=O)N(C)C)c3)cn2c1N(C)C(=O)c1cccc(OC)c1	-1
COc1ccccc1-c1noc2c1C(=O)N(Cc1cn(Cc3ccccc3)nn1)CC2	-6
O=C(C(=O)N1CCN(S(=O)(=O)c2ccc(OC(F)(F)F)cc2)CC1)c1cccc(C(F)(F)F)c1	-6
OC[C@@H]1CN(Cc2ccncc2)C[C@H](n2cnc3c(NCc4ccco4)ncnc32)O1	-8
COc1ccc(C(=O)N(C)[C@H]2C[C@H]3c4[nH]c5c(-c6ccccc6)cccc5c4CCN3C(=O)[C@H]2[C@H](C)O)cc1	-4
Cc1ccc(C(=O)N2CCC[C@@H]2C(=O)N2CCC[C@H]2C(=O)NCc2ccccc2)cc1	-5
CC(C)c1ccc(CNc2nc(NCC3CC3)nc3ccsc23)cc1	-6

Later entries
SMILES	GalR3 antag
COc1ccccc1Cc1c(C(C)(C)C)nc2cc(C)c(Br)c(C)n12	-6
CN(C)CCNC(=O)c1cccc(-c2cnc3c(NC=O)cc(-c4ccc(S(C)(=O)=O)cc4)cn23)c1	-4
C[C@H]1CN(S(=O)(=O)C(C)(C)C)[C@@H](CCO)/C1=C\CCO	-2
COC(=O)[C@]12C[C@H](CC(=O)NCC34CC5CC(CC(C5)C3)C4)C(=O)N(Cc3ccc4c(c3)OCO4)C1=C[C@H](C(C)(C)C)O[C@@H]2C	-6
O=C(NCC(F)(F)F)C1C(=O)Nc2ccccc2C(=O)N1C1CCCC1 (centres undefined)	-1
CCOC(=O)c1ccc(-c2ccc3ncnc(NCc4csc(C)n4)c3c2)o1	-6
CC(O)(c1cccnc1)c1nc(-c2ccc(F)c(Cl)c2)cs1 (centres undefined)	-5
N#Cc1ccc(S(=O)(=O)N2CCCCC2c2cc(C(=O)N3CCOCC3)no2)cc1 (centres undefined)	-5
Cc1cccc(S(=O)(=O)NC(=O)C2(C)CCN2C(=O)C2(c3ccc(Cl)cc3)CCC2)c1 (centres undefined)	-6
CC1(C(=O)Nc2ccc3c(c2)OCCO3)CN(S(C)(=O)=O)CC(=O)N1CCCN1CCOCC1 (centres undefined)	2
CCNC(=O)C[C@@H]1CC[C@@H]2NC[C@@H](O)COC[C@H]2O1	-5
CC(=O)Nc1ccc(NC(=O)C2Cc3c(-c4ccco4)ccnc3O2)cc1 (centres undefined)	-6
COC(=O)[C@@]12C[C@@H](CC(=O)NCC3CCCCC3)C(=O)N(CCc3ccc(OC)c(OC)c3)C1=CCC(C)(C)C2	-8
COc1cc(C(=O)N2CCC(N3CCN(C)CC3)CC2)ccc1Nc1ncc2c(n1)N(C)c1ccccc1C(=O)N2C	0
Cc1cccc(CN2CCN(C3CN(Cc4ccc(F)cc4)S(=O)(=O)C3)CC2)c1 (centres undefined)	-6
COc1c(C)cc(C(O)c2ncc(-c3ccc(C(F)(F)F)cc3)[nH]2)cc1C (centres undefined)	-4
CCCC(=O)OC[C@H]1CN(C2CCCC2)S(=O)(=O)c2c(F)cccc2O1	-7
O=C(NCCN1CCC(n2c(=O)[nH]c3ccccc32)CC1)c1ccc(F)c(F)c1	-7
CCCCc1c(-c2ccccc2F)ncn1CCc1ccccc1OC	-6
Cc1csc(-c2nc3ccccc3n2C(C(=O)Nc2c(C)cccc2C)C2CC2)c1 (centres undefined)	-7

Pulled by structure from the list above, 6 records:
SMILES	GalR3 antag
CCNC(=O)C[C@@H]1CC[C@@H]2NC[C@@H](O)COC[C@H]2O1	-5
O=C(NCCN1CCC(n2c(=O)[nH]c3ccccc32)CC1)c1ccc(F)c(F)c1	-7
COc1c(C)cc(C(O)c2ncc(-c3ccc(C(F)(F)F)cc3)[nH]2)cc1C (centres undefined)	-4
Cc1csc(-c2nc3ccccc3n2C(C(=O)Nc2c(C)cccc2C)C2CC2)c1 (centres undefined)	-7
CCCC(=O)OC[C@H]1CN(C2CCCC2)S(=O)(=O)c2c(F)cccc2O1	-7
CC(=O)Nc1ccc(NC(=O)C2Cc3c(-c4ccco4)ccnc3O2)cc1 (centres undefined)	-6

(cont.)
SMILES	GalR3 antag
COCCN(CCOC)Cc1cc(=O)oc2cc(OC)ccc12	-4
COC(=O)c1ccc2nc(-c3ccc(C)cc3)c(Cc3ccsc3)n2c1	-9
O=C(NN=Cc1ccco1)C(=O)Nc1cccc(C(F)(F)F)c1	-6
CC1(C)OC(=O)C2=C(C[C@@H](C3CCCC3)O[C@H]2CCc2cccc(Cl)c2)O1	-7
CCCCCCCCN1C(=O)[C@H](CC(=O)NCCCN2CCCC2=O)C[C@@]2(C(=O)OCC)CCCC=C12	0
Nc1nc(=O)n(C2CC(O)C(CO)O2)cc1Cl (centres undefined)	0
CC1(C(=O)Nc2cnc3ccccc3c2)CCN1C(=O)c1ccccc1CCc1ccccc1 (centres undefined)	-4
CC(C)C[C@H]1CNC(=O)C(=O)N1C[C@@H]1CCCN1C[C@H](CC(C)C)N1C[C@H](Cc2ccccc2)N(CCc2ccccc2)C(=O)C1=O	-3
CC1=C(C(=O)N2CCOCC2)CC(CC(=O)NCc2cccs2)C(=O)N1CCCN1CCCC1=O (centres undefined)	-5
CC(C)C(N)c1csc(Nc2ccc(C(=O)c3ccccc3)cc2)n1 (centres undefined)	-1

Brought forward from above: two entries, then new ones.
SMILES	GalR3 antag
CC1=C(C(=O)N2CCOCC2)CC(CC(=O)NCc2cccs2)C(=O)N1CCCN1CCCC1=O (centres undefined)	-5
CC(C)C(N)c1csc(Nc2ccc(C(=O)c3ccccc3)cc2)n1 (centres undefined)	-1
Nc1[nH]c(C(=O)c2ccccc2)c(-c2cccc3ccccc23)c1C(=O)NCc1ccc(Cl)cc1Cl	-6
Cc1cc(Nc2ccc(OC(F)F)cc2)cc(=O)n1-c1ccc(OC(F)F)cc1	-5
CCOC(=O)C1(C)CCN1C(=O)c1ccc(F)c(Cl)c1 (centres undefined)	-7
COc1cc(CC2COC(=O)C2Cc2ccc(O)c(OC)c2)ccc1O (centres undefined)	-4
COCCNC(=O)C1CCCN(C(=O)c2nc3ccccc3s2)CC1 (centres undefined)	-7
COc1ccc(C(C)(O)c2nc(-c3ccc(Cl)cc3)cs2)cc1 (centres undefined)	-3
CCc1ccc(N2C=C(C(=O)OC)C(c3cccc4ccccc34)C(C#N)=C2N)cc1 (centres undefined)	-5
Oc1ccc(C[C@H]2CNC(=S)N2C[C@H]2CCCN2C[C@H](Cc2ccccc2)N2C[C@H](Cc3ccc(O)cc3)N(CCc3ccccc3)C2=S)cc1	-2
CCc1nc2ccc(C(=O)N(C)Cc3ccco3)cn2c1N(CC)C(=O)NCCc1ccccc1	-2
Cc1cccc(C)c1NC(=O)C(c1cc2ccccc2o1)N1CCC(c2ccccc2)CC1 (centres undefined)	-2
CCCC(=O)N1CCCC(c2cc(C(=O)Nc3ccc4c(c3)OCO4)no2)C1 (centres undefined)	2
CC1=C(C(=O)N(C(C)C)C(C)C)CC(CC(=O)NC2CC2)C(=O)N1Cc1ccccc1 (centres undefined)	-4
COc1cccc(-c2oc3c(c2-c2ccc(Br)nc2)C(O)CCC3)c1 (centres undefined)	-5
CCCCC[C@@H]1CCCCC[C@@H](O)C[C@H](O)[C@H](O)/C=C/C(=O)O1	-2
CCCCn1nnnc1C(CCSC)N1CCN(C/C=C/c2ccccc2)CC1 (centres undefined)	-7
CC1(Oc2cccc(F)c2)CCN(Cc2ccccc2OC(F)F)C1 (centres undefined)	-7
COc1ncc(-c2ccc(N3C(c4ccsc4)=Cc4ccccc4C3CC(C)=O)cc2)cn1 (centres undefined)	-7
CCOC(=O)[C@]12CCC=C1N(CCC1=CCCCC1)C(=O)[C@H](CC(=O)N1CCCC1)C2	1
CN1CCCCC1(C)C(=O)NCc1ccc(F)cc1 (centres undefined)	-4
CCCc1ccc(C(O)c2ncc(-c3ccccc3)[nH]2)cc1 (centres undefined)	0
CC1(C)OC(=O)C2=C(CC(CCc3ccccc3)OC2c2ccc(F)cc2)O1 (centres undefined)	-5
CC1(C(=O)NCc2cccs2)Cc2c(-c3ccc(C(N)=O)cc3)ccnc2O1 (centres undefined)	-6
CC(C)CC1O[C@@H](C)[C@@H]2CN3CCc4c([nH]c5ccccc45)[C@@H]3C[C@@H]2N1C (some centres undefined)	-5
COc1ccc(CNC(=O)Nc2nnc([C@H]3C[C@H](O)[C@@H](CO)O3)s2)cc1	-2
COc1cc(CNC(=O)Nc2nc(C(N)CCc3ccccc3)cs2)cc(OC)c1OC (centres undefined)	-5

Screening data (PubChem BioAssay)
